# Tn6 DDE FP – DD(E)-Tn6 binding inhibition, primary FP screen; Fibrin DD(E) TRITC-Tn6 fluorescence polarization displacement; AID 720509; P02675; inhibition, % at 8.3 µM; 370,000 compounds, 0.21% hits;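 active = inhibition above a per-campaign cutoff: mean of compounds within control limits plus 3 SD, cut at about 15% in these data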;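 also: 0% = median of all compound wells on the plate and 100% = blocking peptide control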
# proKLK7 act – activators of human kallikrein-7 zymogen | P49862 | purified proKLK7, EDANS-DABCYL substrate fluorescence; 100% is mature enzyme control, 0% vehicle | activation, % at 7 µM | 370,000 compounds, 0.9% hits | AID 652039;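 active = activation above the mean of all tested compounds plus 3 SD, computed per campaign excluding outliers beyond control limits, cut at about 13% in these data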
# Target sequence (P49862 whole entry, looked up): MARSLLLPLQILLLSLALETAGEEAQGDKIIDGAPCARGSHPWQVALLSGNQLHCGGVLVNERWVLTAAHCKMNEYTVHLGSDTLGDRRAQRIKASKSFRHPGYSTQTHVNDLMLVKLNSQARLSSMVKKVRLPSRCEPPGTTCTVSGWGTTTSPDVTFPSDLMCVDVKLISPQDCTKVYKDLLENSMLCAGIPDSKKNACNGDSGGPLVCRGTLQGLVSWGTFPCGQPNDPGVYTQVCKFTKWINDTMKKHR
# Tn7 DDE FP – DD(E)-Tn7 binding inhibition, primary FP screen; inhibition, % at 8.3 µM; P02675; FP displacement of FITC-Tn7 peptide from fibrin DD(E); 0% = median of compound wells per plate; AID 720508; 370,000 compounds, 0.13% hits;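 active = inhibition above the mean of compounds falling within the control limits plus 3 SD of them, cut at about 14% in these data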;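 also: 0% = plate median of compound wells and 100% = 10 µM Aha-Tn7 peptide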
#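 Assay system: human fibrin DD(E). Input: DD(E) 2 µM final. Medium: Tris buffer with calcium and detergent, pH 7.8. Compound dosing: single point at 8.3 µM. Timing: 10 min plus 3 h, room temperature. Technique: fluorescence polarization of the labelled Tn7 tracer. Read-out: percent inhibition. Replicates: singlicate testing.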
# UHRF1 MBD2 ctr – human UHRF1 methylated DNA binding inhibitors; Q96T88; UHRF1 binding to methylated oligo, TR-FRET; inhibition, % at 4.4 µM; 370,000 compounds, 0.75% hits; in the data active = inhibition above about 21%;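 also: UHRF1 SRA domain binding a hemimethylated CpG hairpin DNA probe; 0% = median of test compound wells and 100% = reference inhibitor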
# TCR CD3 inh – inhibitors of human TCR-CD3 interaction; 360,000 compounds, 0.37% hits; inhibition, % at 9.4 µM; AID 651800; TAMRA-labeled TCR probe fluorescence, biochemical; in the data active = inhibition above about 19%;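 also: recombinant mutant TCR 2C K166C tagged with TAMRA read by polarization; 0% = receptor in buffer alone and 100% = receptor with positive control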
# SIAE primary – inhibitors of human sialic acid acetylesterase SIAE. Q9HAT2. SIAE FP-Rh probe binding, fluorescence polarization. inhibition, % at 9.66 µM. 370,000 compounds, 0.69% hits;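 active = inhibition above a cutoff: mean of compounds within the control limits plus 3 SD of those, cut at about 17% in these data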;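 also: 0% = plate median of compound wells and 100% = probe without SIAE protein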
# LEDGF integ inh – blocks HIV-1 LEDGF/p75-dependent DNA integration | TR-FRET IN-LEDGF/p75 DNA integration, Eu/Cy5 | inhibition, % at 3.7 µM | 370,000 compounds, 0.64% hits;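 active = inhibition above the screen-wide mean plus 3 SD, cut at about 13% in these data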;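 also: signal is the Cy5 over europium emission ratio at 671 and 618 nm; 0% = plate median of compound wells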
# MBD2 DNA inh – blocks human MBD2 binding to methylated DNA | Q9UBB5 | TR-FRET, MBD2 binding to methylated oligonucleotide | inhibition, % at 4.4 µM | 370,000 compounds, 0.31% hits | AID 686964; in the data active = inhibition above about 13%
# PRMT1 inh – inhibitors of human PRMT1. Q99873. recombinant PRMT1, activity-based probe fluorescence polarization. inhibition, % at 2.79 µM. 370,000 compounds, 1.3% hits. AID 652257;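 active = inhibition above about 21% made by adding two undisclosed values, limit read from the data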
# Target sequence (Q99873 whole entry, looked up): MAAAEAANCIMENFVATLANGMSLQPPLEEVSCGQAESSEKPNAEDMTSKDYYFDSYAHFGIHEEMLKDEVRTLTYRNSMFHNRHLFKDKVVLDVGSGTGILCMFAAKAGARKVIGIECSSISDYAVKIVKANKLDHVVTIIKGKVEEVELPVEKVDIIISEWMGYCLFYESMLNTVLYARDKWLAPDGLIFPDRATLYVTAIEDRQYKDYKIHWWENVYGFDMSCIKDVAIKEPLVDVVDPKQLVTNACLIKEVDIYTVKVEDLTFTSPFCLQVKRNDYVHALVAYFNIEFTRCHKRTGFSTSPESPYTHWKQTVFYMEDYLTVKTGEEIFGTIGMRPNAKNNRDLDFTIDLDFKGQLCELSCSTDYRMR
# TDP2 absorb – blocks human TDP2 phosphodiesterase activity | recombinant TDP2, T5PNP hydrolysis, p-nitrophenol absorbance 415 nm | inhibition, % at 12.8 µM | 370,000 compounds, 0.34% hits | AID 720702;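 active = inhibition above the mean of all tested compounds plus 3 SD, set per campaign, cut at about 25% in these data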;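 also: 0% = DMSO with enzyme and 100% = buffer with substrate but no TDP2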
# Target sequence (O95551 whole entry, looked up): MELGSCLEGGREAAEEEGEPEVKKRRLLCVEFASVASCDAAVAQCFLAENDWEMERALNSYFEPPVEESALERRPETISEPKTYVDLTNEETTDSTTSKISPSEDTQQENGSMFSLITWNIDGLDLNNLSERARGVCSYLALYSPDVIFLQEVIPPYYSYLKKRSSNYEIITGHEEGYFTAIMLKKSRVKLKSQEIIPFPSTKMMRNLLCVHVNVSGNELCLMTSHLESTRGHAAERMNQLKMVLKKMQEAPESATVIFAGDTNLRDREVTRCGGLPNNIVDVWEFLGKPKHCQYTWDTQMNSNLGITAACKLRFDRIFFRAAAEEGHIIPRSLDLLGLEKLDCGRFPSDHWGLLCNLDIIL
#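 System – recombinant human TDP2 · Amount – 120 nM TDP2 per well · Buffer or medium – Mg2+-containing Tris-HCl buffer, pH 7.5 · Reagent – T5PNP substrate, 5 mM · Dosing – 12.8 µM single point, 1% DMSO · Incubation – 2 h at 37 °C · Measured by – epi absorbance · Read-out basis – percent inhibition · Benchmarks – high control without enzyme, low control DMSO plus TDP2 · Repeats – singlicate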
# The depositor's hits bear a star; nt = not tested or not shown.
nr	canonical_smiles	Tn6 DDE FP	proKLK7 act	Tn7 DDE FP	UHRF1 MBD2 ctr	TCR CD3 inh	SIAE primary	LEDGF integ inh	MBD2 DNA inh	PRMT1 inh	TDP2 absorb
1	c1cncc(-c2cn(C[C@H]3CC[C@@H]([C@@H]4CC[C@H](Cn5cc(-c6cccnc6)nn5)O4)O3)nn2)c1	4	0.1	-1	3	-1	-1	-2	-5	2	4
2	CC(=O)c1ccc(NC(=S)NCc2ccco2)cc1	-4	0.3	1	2	-8	1	3	7	5	1
3	Cc1nc2cc(NC(=O)NC(C)(C)C)ccc2n1C	-2	-0.4	7	6	-13	1	-2	1	1	-4
4	CN1CCN(C2Cc3cc(Cl)ccc3Sc3cc(F)ccc32)CC1 (stereo unspecified)	4	0.5	1	0	4	-5	-3	2	0	-7
5	CC(C)=CCN1CCN(Cc2cnc(C)s2)CC1CCO (stereo unspecified)	-3	-0.5	9	-1	7	1	-1	2	-6	6
6	N#C/C(=C\c1c(Oc2ccccc2F)nc2ccccn2c1=O)C(=O)NC1CCS(=O)(=O)C1 (stereo unspecified)	3	7.9	-2	-1	-4	-1	0	-3	6	3
7	COc1ccc(NC(=O)c2ccc3nc(C)c(N(C)C(=O)CCc4ccccc4)n3c2)cc1OC	-6	-0.7	1	0	6	13	-6	4	1	-1
8	COc1ccc(N2C(=S)NC3CS(=O)(=O)CC32)cc1 (stereo unspecified)	5	-0.1	1	15	-1	3	-3	7	4	14

# Entries of single compounds from above.
# `c1cncc(-c2cn(C[C@H]3CC[C@@H]([C@@H]4CC[C@H](Cn5cc(-c6cccnc6)nn5)O4)O3)nn2)c1` reads Tn6 DDE FP: 4; proKLK7 act: 0.1; Tn7 DDE FP: -1; UHRF1 MBD2 ctr: 3; TCR CD3 inh: -1; SIAE primary: -1; LEDGF integ inh: -2; MBD2 DNA inh: -5; PRMT1 inh: 2; TDP2 absorb: 4
# `CC(=O)c1ccc(NC(=S)NCc2ccco2)cc1` reads Tn6 DDE FP: -4; proKLK7 act: 0.3; Tn7 DDE FP: 1; UHRF1 MBD2 ctr: 2; TCR CD3 inh: -8; SIAE primary: 1; LEDGF integ inh: 3; MBD2 DNA inh: 7; PRMT1 inh: 5; TDP2 absorb: 1

# Later entries
nr	canonical_smiles	Tn6 DDE FP	proKLK7 act	Tn7 DDE FP	UHRF1 MBD2 ctr	TCR CD3 inh	SIAE primary	LEDGF integ inh	MBD2 DNA inh	PRMT1 inh	TDP2 absorb
9	CC(C)C(c1nnnn1C1CCCC1)N1CCCc2ccccc21 (stereo unspecified)	7	-0.6	8	0	7	7	-2	3	-1	0
10	Cc1ccc(NC(=O)CSc2nc3ccccc3c(=O)n2CCCN2CCCCC2)cc1C	-10	-0.1	-4	2	6	6	0	-1	0	3
11	Cc1csc2c(C#N)c(=O)c3c(n12)CCC3	2	0.1	-3	-3	1	13	3	-6	7	-14
12	COc1ccc2oc(C(=O)OCC(=O)NCc3ccccc3OC)c(C)c2c1	-2	0.6	-2	-2	-1	-13	5	-6	-3	-1
13	COc1ccc(N(C)C(=O)CCC(=O)Nc2ccc3nc(N4CCOCC4)cc(C)c3c2)c(OC)c1	4	-1.9	14	-1	8	-5	-3	0	1	2
14	Cc1c(NC(=O)C(C)N(c2ccccc2)S(C)(=O)=O)c(=O)n(-c2ccccc2)n1C (stereo unspecified)	3	-0.6	2	-3	-5	2	0	-2	-1	0
15	CC1=C(C#N)C(C)(C)C(C#N)=C(C)N1	-2	0.1	-2	-1	-3	5	0	-6	1	0
16	CCOC(=O)C1=CCC(c2ccccc2)N(S(C)(=O)=O)C1 (stereo unspecified)	5	0.3	-2	0	-1	1	4	-1	-6	0
17	O=S(Cc1ccc(Cl)cc1)c1ccccc1 (stereo unspecified)	-9	0.0	1	5	2	0	-6	5	10	-10
18	C=CCNC(=O)CN(C(=O)c1ccncn1)c1cccc(Br)c1	-8	0.3	2	1	nt	-5	-2	5	-2	-11
19	OC(COc1ccccc1)CSc1ncn[nH]1 (stereo unspecified)	-3	0.1	-3	4	4	-3	-5	5	-1	1
20	CC(=O)Nc1ccc(S(=O)(=O)c2ccc(C)cc2)cc1	2	0.0	-2	2	0	-16	1	0	-4	-8
21	CC(OC(=O)c1ccc(Cl)cc1)C(=O)NCC1CCCCC1 (stereo unspecified)	4	-0.3	6	16	-2	-2	-3	7	3	6
22	CC1CCC(C(C)C)C(OCC[N+](C)(C)C)C1 (stereo unspecified)	2	0.5	-4	5	-1	6	2	1	1	6
23	C=CCn1c(SCC(=O)c2cc(C)n(C(C)COC)c2C)nc2sc(C)c(C)c2c1=O (stereo unspecified)	8	0.0	-7	0	6	-2	1	-5	-5	2
24	Fc1ccccc1-n1c(-c2ccc3ccccc3n2)n[nH]c1=S	-4	-0.2	7	-2	-4	16	0	2	6	17
25	Fc1ccc(COc2ccc(Cl)cc2/C=N/Nc2nc(N3CCCC3)nc(N3CCCC3)n2)cc1	2	-0.2	6	-2	1	-8	0	5	-2	3
26	CN(C(=O)Cn1nnc(-c2cccc(C(F)(F)F)c2)n1)C1CCCCC1	4	0.3	5	1	-13	4	4	-2	-1	7
27	COc1ccc(C(=O)CC(=O)C(=O)Nc2ccc([N+](=O)[O-])cc2C)cc1	2	0.1	3	-2	-9	13	8	-7	-4	-13
28	Cn1cc(Cc2ccc(C(=O)N3CCOCC3)cn2)c2ccccc21	2	2.6	-9	0	9	8	1	-7	2	2
29	COc1ccc(CCC(=O)N2CCc3ccccc32)cc1	2	-0.1	2	-1	3	4	-2	-1	-1	3
30	C=CCNC(=O)c1ccc(-c2ccc([N+](=O)[O-])cc2)o1	-2	0.1	-3	-2	-5	-2	-1	-1	14	11
31	Nc1c(S(=O)(=O)c2cccs2)c2nc3ccccc3nc2n1Cc1cccs1	-3	-2.0	-3	-4	1	-19	-1	-5	-2	0
32	CCn1c(SCC(=O)Nc2sc3c(c2C#N)CCC(C(C)(C)C)C3)nnc1-c1ccco1 (stereo unspecified)	0	-0.2	2	0	5	4	-1	-3	0	6

# An excerpt of these results, with two lines to a compound:
# Every second line gives: Tn6 DDE FP | proKLK7 act | Tn7 DDE FP | UHRF1 MBD2 ctr | TCR CD3 inh | SIAE primary | LEDGF integ inh | MBD2 DNA inh | PRMT1 inh | TDP2 absorb
[21] CC(OC(=O)c1ccc(Cl)cc1)C(=O)NCC1CCCCC1 (stereo unspecified)
    4 | -0.3 | 6 | 16 | -2 | -2 | -3 | 7 | 3 | 6
[22] CC1CCC(C(C)C)C(OCC[N+](C)(C)C)C1 (stereo unspecified)
    2 | 0.5 | -4 | 5 | -1 | 6 | 2 | 1 | 1 | 6
[23] C=CCn1c(SCC(=O)c2cc(C)n(C(C)COC)c2C)nc2sc(C)c(C)c2c1=O (stereo unspecified)
    8 | 0.0 | -7 | 0 | 6 | -2 | 1 | -5 | -5 | 2
[24] Fc1ccccc1-n1c(-c2ccc3ccccc3n2)n[nH]c1=S
    -4 | -0.2 | 7 | -2 | -4 | 16 | 0 | 2 | 6 | 17
[25] Fc1ccc(COc2ccc(Cl)cc2/C=N/Nc2nc(N3CCCC3)nc(N3CCCC3)n2)cc1
    2 | -0.2 | 6 | -2 | 1 | -8 | 0 | 5 | -2 | 3

# The results go on:
nr	canonical_smiles	Tn6 DDE FP	proKLK7 act	Tn7 DDE FP	UHRF1 MBD2 ctr	TCR CD3 inh	SIAE primary	LEDGF integ inh	MBD2 DNA inh	PRMT1 inh	TDP2 absorb
33	CSC1=C(C#N)C2(CCCCC2)C(C(=O)Nc2ccccc2)=C(C)N1	5	-0.4	-6	7	-1	-9	-4	0	7	-15
34	CCN(CC(=O)Nc1c(F)cccc1F)C(=O)c1ccc(S(=O)(=O)N2CCCC2)cc1	-2	-0.5	-5	6	-6	13	2	1	-3	-13
35	COc1ccc(OC)c(C(=O)c2ccccc2)c1	3	0.7	2	2	2	8	4	6	-1	-1
36	COc1cccc(NC(=O)CSc2nnc(-c3ccc(C)cc3)o2)c1	4	0.5	-2	-2	-5	4	5	-3	-3	-2
37	Cn1c(C(=O)N/N=C/c2ccccc2)cc2ccccc21	-3	-0.1	5	0	-2	0	-7	0	0	2
38	Cc1ccc(NC(=O)C2COc3ccccc3O2)cc1 (stereo unspecified)	12	0.3	1	0	9	-6	-2	-6	2	-18
39	N#Cc1cccn1-c1nccc(-c2cccs2)n1	-5	0.2	-3	-3	-3	1	1	-2	3	10
40	O=c1c2[nH]c3ccccc3c2ncn1Cc1ccccn1	0	0.6	-7	-1	3	6	4	-1	0	-2
41	COc1ccc(CN2CCN(C(C)C)C(CCO)C2)cc1Cn1cncn1 (stereo unspecified)	2	0.1	7	1	-3	-6	-2	4	2	-3
42	CCOCCCNC(=O)c1c(C)[nH]c(C(=O)OCC)c1C	-2	0.1	-3	-2	4	-5	2	-4	-4	-8
43	c1ccc(CNc2ncn[nH]2)cc1	-1	-0.5	0	1	2	2	-2	-5	3	5
44	CC(C)c1ccc(O)c(NC(=O)c2cncc(Br)c2)c1	-5	0.0	-9	1	-4	5	-5	3	2	3
45	C[N+]1(CCCCSc2ccc(O)cc2)CCCCC1	-1	-0.5	2	4	-4	2	-2	1	4	6
46	CCc1c(C)sc(NC(=O)c2ccco2)c1C(=O)N1CCOCC1	5	0.4	-2	-1	9	-2	0	-2	2	-4
47	O=C(Nc1ccccc1C(=O)N1CCOCC1)C1CCCO1 (stereo unspecified)	-2	-0.1	6	16	0	4	-2	1	0	-5
48	Cc1[nH]nc(-c2cccnc2)c1N=NN(C)C	-3	0.3	0	-4	-3	0	3	-7	2	-6
49	CCCc1cc(=O)n2[nH]c(-c3cccc(Br)c3)cc2n1	-9	0.1	-2	4	-2	-2	5	2	-2	-8
50	O=S(=O)(NCc1csc(-c2cccnc2)n1)c1ccc2c(c1)OCCO2	0	0.3	-7	3	-6	-8	1	3	1	-8
